# H37Rv inhibition – M. tuberculosis growth inhibition, HTS (AID 449762); inhibition, % at 25 µM, or IC50 in µM where a hit was titrated; 0.59% of 330,000 active; M. tuberculosis H37Rv growth inhibition, 7H9 media; higher % means a stronger effect; in the data active means a potency from the dose series; inconclusive means inhibition above about 70% without an active follow-up result;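 further: bacterial growth assessed after seven days of incubation; strong numbers were not always called active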
# Salmonella PhoP GFP – Inhibition of PhoP regulon, Salmonella typhi GFP reporter cells, confirmation, 4 h (AID 1850); Salmonella Typhi PhoP-promoter GFP reporter, fluorescence, 4 h; higher % means a stronger effect; inhibition, % at 50 µM, or IC50 in µM where a hit was titrated; 0.33% of 310,000 active; in the data active means a potency from the dose series; inconclusive means inhibition mostly from about 25% at the one dose, without a potency; inactive means the rest, 99 in 100 with inhibition below about 19%;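 further: 0% = induced wells with vehicle and 100% = uninduced wells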
# tuberculosis growth – growth inhibition of non-replicating M. tuberculosis (AID 488890); Mycobacterium tuberculosis non-replicating, growth inhibition; higher % means a stronger effect; one-dose inhibition, % at 25 µM; IC50 in µM for titrated hits; 0.39% of 320,000 active; in the data active means a potency from the dose series; inconclusive means inhibition mostly from about 82% at the one dose, without a potency; inactive means the rest, 99 in 100 with inhibition below about 76%;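 further: plate controls were DMSO cells for no effect and high antibiotic wells for full effect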
# H1N1 NS1A inhibition – NS1A inhibition, H1N1 influenza, cell based functional assay (AID 504329). NS1A functional cell-based assay, percent inhibition; higher % means a stronger effect. one-dose inhibition, % at 12.5 µM; IC50 in µM for titrated hits. 0.3% of 340,000 active; in the data active means a potency from the dose series; inconclusive means inhibition above about 27% without an active follow-up result; further: strong numbers were not always called active
# inhibitors of VEEV – inhibitors of VEEV TC-83 cytopathic effect, confirmation, Vero cells (AID 588727); Vero cells, VEEV TC-83 cytopathic effect inhibition; higher % means a stronger effect; inhibition, % at 20 µM; hits with a dose series show IC50 in µM; 0.13% of 350,000 active; in the data active means a potency from the dose series; inconclusive means inhibition mostly from about 14% at the one dose, without a potency; inactive means the rest, 99 in 100 with inhibition below about 12%; further: strong numbers were not always called active
# inhibitors of VEEV 10K pilot screen – second read-out of inhibitors of VEEV, no call of its own (marks repeat the call); inhibition, %; measured here: 10K pilot screen inhibition
# Active calls of the source: *; i = inactive; ? = inconclusive; · = not tested or not shown.
SMILES,H37Rv inhibition,Salmonella PhoP GFP,tuberculosis growth,H1N1 NS1A inhibition,inhibitors of VEEV,others
COc1cccc(Nc2nc(NCCO)c3ccccc3n2)c1,5%,20µM*,52%,7%,5.5%,
CCN1C(C(=O)c2ccccc2)=C(Nc2ccccc2C)c2ccccc2S1(=O)=O,1%,0%,35%,11%,8.0%,
COC(=O)c1ccccc1CC1Cc2cc3c(cc2C1=O)CCC3 (configuration not stated),·,·,·,-1%,3.6%,
CSc1ncccc1C(=O)Nc1nc2c(C)cccc2s1,-2%,-11%,-20%,-3%,1.2%,
O=C(NCCNC(=O)c1ccccn1)c1ccc(F)cc1,-4%,4%,0%,5%,1.5%,
Cc1ccc(S(=O)(=O)N2CCC[C@H]2C(=O)Nc2ccccc2Cl)cc1,1%,·,5%,1%,0.5%,
CCCOc1ccc(-c2csc3nc[nH]c(=O)c23)cc1,-3%,0%,71%,-11%,0.9%,
O=C(Nc1ncnc2sc3c(c12)CCCCC3)c1ccccc1,?,10%,31%,-4%,1.9%,
CCOc1ccc(NC(=S)c2ccncc2)cc1,2%,-11%,29%,-2%,i,
CCOC(=O)C1CCCN(C(=O)CSc2nccn2C)C1 (configuration not stated),2%,12%,-10%,-5%,2.6%,
Cn1c(SCC(=O)Nc2cccc(O)c2)nnc1-c1ccc(S(=O)(=O)N2CCOCC2)cc1,2%,5%,-5%,7%,1.6%,
COc1ccccc1CCN=C(N)NS(=O)(=O)c1ccccc1F,0%,5%,26%,-2%,3.2%,
Cc1ccc(CSc2nc3ccccc3cc2C=O)cc1,5%,-2%,5%,-2%,3.6%,
O=C(CCSCc1ccc(Cl)cc1)NCCC1=CCCCC1,-2%,-9%,?,-6%,2.3%,
Cc1ccc(CNC(=O)C2C3C=CC4(CN(Cc5cccnc5)C(=O)C24)O3)cc1 (configuration not stated),-3%,-1%,5%,5%,0.4%,
CC1=NN(C(=O)c2ccc(Br)cc2)C(O)(c2ccccc2)C1 (configuration not stated),48µM*,-7%,0.47µM*,-2%,6.5%,
Cc1nc2ccccc2c(=O)n1NC(=O)C1CCC(C(C)(C)C)CC1 (configuration not stated),?,-1%,-15%,-3%,i,
O=C1C(Nc2ccccc2)=C/C(=N/S(=O)(=O)c2cccs2)c2ccccc21,?,7%,i,9µM*,i,
O=C(COC(=O)c1ccc(Cl)c(S(=O)(=O)N2CCCC2)c1)NCc1cccs1,-6%,6%,-4%,4%,0.2%,
CCCCOC(=O)Nc1ccc(C)c(Cl)c1,?,7%,?,-7%,1.9%,
CCC(C)(C)C1CCC(=NNC(=O)c2ccc(Br)o2)CC1 (configuration not stated),-2%,-3%,13%,-1%,0.4%,
CCN(CC)C(=O)c1ccc(NC(=O)CSc2nnnn2-c2cc(OC)ccc2OC)cc1,5%,-7%,14%,-8%,0.3%,
Cc1ccc(NC(=O)CC2SC(=O)N(c3ccccc3)C2=O)cc1 (configuration not stated),9%,-23%,6%,-10%,0.6%,
Cc1cn2nc(N)c3ccccc3c2n1,-5%,4%,-4%,10%,0.7%,
CCC(CC)C(=O)Nc1c(C)n(C)n(-c2ccccc2)c1=O,-7%,11%,-9%,2%,i,
COc1ccccc1C(=O)Nc1ccc(-c2nnc(SCC(=O)O)n2C)cc1,-7%,-7%,10%,-1%,5.6%,
Cc1ccc(C(=O)N2CCCc3ccccc32)c(F)c1F,7%,-6%,59%,-7%,0.3%,
Cc1ccc(NC(=O)COC(=O)C2CCC(=O)N2)c(S(=O)(=O)N2CCOCC2)c1 (configuration not stated),-4%,3%,-1%,-2%,0.6%,
Cc1csc2nc3cc(C(N)=O)ccc3c(=O)n12,-2%,-35%,-9%,8%,i,
CCC(=O)N=c1sc2c(C)cc(C)cc2n1CC(=O)OC,3%,-3%,36%,13%,i,
COc1ccc(S(=O)(=O)N(CC(C)C)C2CCS(=O)(=O)C2)cc1OC (configuration not stated),-6%,-1%,0%,-3%,2.3%,
O=C(C1CCCCC1)N1CCC(c2nc3c(nnn3Cc3ccccc3Cl)c(=O)[nH]2)CC1,·,·,·,-14%,1.5%,
CC(C)c1ccc(C(=O)CN2C(=O)NC3(CCc4ccccc43)C2=O)cc1 (configuration not stated),0%,·,31%,0%,4.1%,
O=C(COC(=O)C1=COCCO1)Nc1ccc(Oc2ccccc2)cc1,?,1%,29%,6%,i,
COc1ccc2c(C)cc(SCn3nnc4ccccc4c3=O)nc2c1,-3%,-3%,-22%,3%,6.1%,
CC/C(=N\N1CCCCCC1)c1c(O)n(-c2ccc(C)cc2)c(=O)[nH]c1=O,3%,-1%,24%,0%,7.4%,
O=C(NCc1cccnc1)c1cnc2ccccc2n1,-3%,3%,-6%,-5%,0.2%,
O=C(Nc1ccccc1C(=O)NCCCN1CCOCC1)c1ccc(F)cc1,-3%,-7%,-9%,-4%,1.1%,
CCn1c(=O)c(C(=O)NNC(=O)c2ccccc2)c(O)c2ccccc21,-1%,-2%,4%,1%,4.5%,
O=C1CN(C(=O)c2ccccc2F)C(c2ccccc2)c2cc(Cl)ccc2N1 (configuration not stated),-3%,-2%,24%,-2%,3.8%,
O=C(NCCCN1CCOCC1)c1cc(-c2ccc(Cl)c(Cl)c2)on1,0%,8%,5%,9%,2.6%,
CC(C)Oc1ccc(C(=O)Nc2cc(=O)n(C)c(=O)n2C)cc1,-6%,-10%,-20%,1%,1.5%,
CS(=O)(=O)c1ccccc1C(=O)NC1CCCc2ccccc21 (configuration not stated),1%,1%,5%,-1%,0.9%,
O=[N+]([O-])c1cc(Cl)ccc1N1CCCC1,2%,-1%,-11%,6%,1.1%,
Cc1ccc(NC(=O)C2CC=CCC2C(=O)N2CCCCC2)cc1 (configuration not stated),-3%,-4%,-6%,-2%,i,
CC(C)(C)NS(=O)(=O)c1ccc(NC(=O)NC2CCCCC2)cc1,2%,-1%,22%,18%,i,inhibitors of VEEV 10K pilot screen=1.0
CC(=O)c1ccc(NC2=NCCCS2)cc1,-9%,-3%,-2%,-14%,0.6%,
COc1cc(C2c3c(-c4ccccc4)n[nH]c3C(=O)N2c2ccccc2)ccc1O (configuration not stated),?,5%,26%,0%,i,

# 11 structures from above, arranged by formula weight, highest first:
SMILES,H37Rv inhibition,Salmonella PhoP GFP,tuberculosis growth,H1N1 NS1A inhibition,inhibitors of VEEV,others
COc1cc(C2c3c(-c4ccccc4)n[nH]c3C(=O)N2c2ccccc2)ccc1O (configuration not stated),?,5%,26%,0%,i,
O=C(NCCCN1CCOCC1)c1cc(-c2ccc(Cl)c(Cl)c2)on1,0%,8%,5%,9%,2.6%,
CC/C(=N\N1CCCCCC1)c1c(O)n(-c2ccc(C)cc2)c(=O)[nH]c1=O,3%,-1%,24%,0%,7.4%,
CC(C)(C)NS(=O)(=O)c1ccc(NC(=O)NC2CCCCC2)cc1,2%,-1%,22%,18%,i,inhibitors of VEEV 10K pilot screen=1.0
CCn1c(=O)c(C(=O)NNC(=O)c2ccccc2)c(O)c2ccccc21,-1%,-2%,4%,1%,4.5%,
CS(=O)(=O)c1ccccc1C(=O)NC1CCCc2ccccc21 (configuration not stated),1%,1%,5%,-1%,0.9%,
Cc1ccc(NC(=O)C2CC=CCC2C(=O)N2CCCCC2)cc1 (configuration not stated),-3%,-4%,-6%,-2%,i,
CC(C)Oc1ccc(C(=O)Nc2cc(=O)n(C)c(=O)n2C)cc1,-6%,-10%,-20%,1%,1.5%,
O=C(NCc1cccnc1)c1cnc2ccccc2n1,-3%,3%,-6%,-5%,0.2%,
CC(=O)c1ccc(NC2=NCCCS2)cc1,-9%,-3%,-2%,-14%,0.6%,
O=[N+]([O-])c1cc(Cl)ccc1N1CCCC1,2%,-1%,-11%,6%,1.1%,

# The list continues:
SMILES,H37Rv inhibition,Salmonella PhoP GFP,tuberculosis growth,H1N1 NS1A inhibition,inhibitors of VEEV,others
O=C(COC(=O)c1nc(Cl)ccc1Cl)NCCc1ccccc1,-3%,3%,0%,10%,1.1%,
Cc1ccc(/C=N/Nc2ccc3c(C(F)(F)F)cc(C(F)(F)F)nc3n2)cc1,-5%,-5%,-12%,-11%,0.4%,
CC(=O)c1ccc(NS(=O)(=O)c2ccc3c(c2)N(C)CCO3)cc1,1%,-6%,24%,8%,i,
O=C(Nc1ccc(OC(F)(F)F)cc1)C1=NCCN1,-6%,-21%,-2%,-6%,1.1%,
CNCC(O)CN1CCN(c2ccccc2OC)CC1 (configuration not stated),-4%,4%,-17%,2%,i,
Cn1ncc2nc[nH]c(=O)c21,0%,-5%,-7%,-1%,1.4%,
O=c1c(-c2ccccc2)c(O)nc2ccccn12,6%,-5%,-7%,6%,i,
O=C1CC(c2cccs2)CC(O)=C1C=NCCN1CCNCC1 (configuration not stated),5%,-5%,34%,-3%,0.4%,
C[C@]12C=CC(=O)C=C1CC[C@@H]1[C@@H]2[C@@H](O)C[C@@]2(C)[C@H]1CC[C@]2(O)C(=O)COC(=O)CCC(=O)O,4%,-9%,17%,-4%,1.4%,
O=C(NC1CCCCC1)C1COc2ccccc2O1 (configuration not stated),?,8%,?,5%,i,
O=c1c2ccccc2nc(COc2ccccc2)n1/N=C/c1ccco1,-2%,6%,20%,10%,9.0%,
O=C(Nc1ccc(F)cc1F)C1CCN(S(=O)(=O)c2cccnc2)CC1,2%,3%,-2%,-1%,2.2%,
O=C(COC(=O)[C@@H]1CC(O)CN1S(=O)(=O)c1ccc([N+](=O)[O-])cc1)NC12CC3CC(CC(C3)C1)C2 (some centres not stated),5%,4%,-5%,1%,0.9%,
O=C(O)CN1C2=NCCCN2c2ccccc21,0%,-8%,-17%,7%,0.2%,
CCOc1ccc(Nc2cc(C)nc3c(C)cccc23)cc1,7%,22%,52%,5%,0.1%,
O=C(CN1CCN(c2ccccn2)CC1)NC(=O)NC1CCCCC1,-4%,1%,8%,0%,1.1%,
COc1ccc(CC(=O)Nc2ccccc2C(C)=O)cc1S(=O)(=O)N1CCOCC1,11%,-4%,13%,8%,2.0%,
CN(Cc1ccccc1)C(=O)COC(=O)Cc1ccc(Cl)cc1,17%,·,?,-20%,2.1%,
COc1cccc(CN2CCN(Cc3cc(OC)c(OC)cc3OC)CC2)c1,2%,-9%,-9%,22%,i,
Cc1nn(CCO)c(N)c1C1(O)C(=O)Nc2c(Cl)cc(Cl)cc21 (configuration not stated),2%,1%,4%,-20%,1.0%,
O=C(c1ccc2c(=O)n(Cc3ccccc3)c(=S)[nH]c2c1)N1CCCC1,-4%,-7%,15%,1%,1.8%,
O=C(Oc1ccc2ccc(=O)oc2c1)c1cccs1,25%,1%,?,-2%,0.8%,
Cc1nc2ccccc2nc1OCC(=O)Nc1ccc(F)cc1,-6%,5%,-16%,-14%,0.6%,
CC(=O)Nc1ccc(NS(=O)(=O)c2ccc(-c3cnc(C4CC4)o3)cc2)cc1,-2%,-15%,2%,-2%,2.5%,
Cc1ccccc1C1CC(c2cccs2)Nc2nnnn21 (configuration not stated),2%,1%,9%,3%,1.8%,
Cc1ccc(Nc2cnn(C34CC5CC(CC(CC(=O)O)(C5)C3)C4)c(=O)c2Cl)c(Cl)c1,-8%,-4%,2%,1%,1.3%,
CC(C)(C)c1csc(NC(=O)c2ccc(Cl)s2)n1,68%,10%,66%,-1%,1.6%,
COc1cc(C(=O)N2CCN(C(=O)C3COc4ccccc4O3)CC2)cc(OC)c1OC (configuration not stated),10%,-5%,5%,1%,1.3%,
Cc1cccc(N=C2NC(=O)/C(=C/c3cccs3)S2)c1,32%,3%,15%,8%,1.6%,
COc1ccc(S(=O)(=O)N(C)C)cc1NCC(=O)Nc1ccc(Br)c(C)c1,1%,-9%,-7%,8%,7.5%,
CCOc1ccc(-n2cnnn2)cc1S(=O)(=O)N1CCC(C)CC1C (configuration not stated),-1%,1%,2%,-18%,0.6%,
O=C(O)c1ccccc1-c1ccccc1C(=O)Nc1nccs1,63%,-6%,62%,7%,0.7%,
O=C(Nc1cccc(NC(=O)c2cccc(Cl)c2)c1)c1cccnc1,-1%,-5%,8%,-3%,13%,
O=C(COc1cccnc1[N+](=O)[O-])Nc1cc(S(=O)(=O)N2CCCCC2)ccc1Cl,-5%,-9%,1%,12%,0.7%,
O=C(NCC(=O)N(c1cccnc1)C(C(=O)NC1CCCC1)c1cccs1)c1ccco1 (configuration not stated),-1%,-9%,4%,-24%,1.8%,
CC(=O)n1c(-c2ccccc2)c(-c2ccccc2)n(C)c1=O,-18%,1%,-7%,4%,i,
COc1ccc(NC(=O)CCNS(=O)(=O)c2cc(Br)cnc2N)cc1OC,0%,0%,6%,0%,i,
